mHTT CaM bind: mHTT-calmodulin interaction abrogation; P42858; AlphaScreen His-mHTT/GST-CaM binding, luminescence; inhibition, % at 15 µM; hit rate 3.6% among 190,000; AID 1671202;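 note: 0% = both proteins with DMSO and 100% = one protein alone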
Pf apPOL inh: Pf-apPOL DNA polymerase inhibition | inhibition, % at 10 µM | hit rate 0.25% among 210,000 | Recombinant Pf-apPOL, molecular beacon fluorescence, 1.5 h | AID 1794808
The depositor's hits bear a star; i = inactive; . = not tested or not shown; & = joins results of further samples. Cut-off read from the data, not from the text of the source: active = inhibition above about 50%; inactive = the rest. These rows are one share of the data; rates above refer to the full screens.

Every second line gives: Pf apPOL inh | mHTT CaM bind
O=C(CCSc1ccccc1)NCC1CCN(C(=O)COc2ccccc2)CC1
 : 4 | 5
Cc1cccc(Sc2nccnc2N2CCC(C(=O)NCCN3CCOCC3)CC2)c1
 : -2 | 5
O=S1(=O)N[C@@H](c2ccccc2)COc2cc(Br)ccc21
 : -3 | -13
Cc1cccn2c(=O)c3cc(C(=O)NC4CCCC4)c(=N)n(C(C)C)c3nc12
 : -6 | -1
COc1ccc(F)cc1-c1cncc(C(=O)NCC(C)C)c1
 : -3 | 2
COc1cc(-c2c(CCO)sc3ccccc23)cc(OC)c1OC
 : -13 | 97*
Cc1ccc(C(=O)N2CCc3[nH]cnc3C23CCCCC3)s1
 : 9 | 1
Cc1ccc(-c2cc(-c3ccccc3)nc(NN)n2)cc1
 : -4 | 39
CC1(C)Cc2cccc(C(=O)NCC3COc4ccccc4O3)c2O1 (centres undefined)
 : -8 | .
COc1ccccc1C1=NOC(C(=O)N2CCCCC2)C1 (centres undefined)
 : -6 | -7
O=C1C(=O)N(Cc2cccnc2)C(c2ccc(F)cc2)C1=C(O)c1ccccc1 (centres undefined)
 : -4 | 1
CCOc1ccccc1C(=O)N1CCCC2(C1)NC(=O)N(Cc1ccc(Cl)cc1)C2=O (centres undefined)
 : -8 | 2
COc1ccc(/C=C2\SC(=N)N(c3ccc(C)c(C)c3)C2=O)cc1
 : 0 | 13
CCC(=O)N1CCc2cc(N3CC(C(=O)NCc4ccccc4C)CC3=O)ccc21 (centres undefined)
 : -6 | 7
O=C(C[n+]1cccc(CO)c1)Nc1nccs1
 : -9 | 2
COc1ccc(C(=O)N2CCCn3nc(-c4cccc(C)c4)cc3C2)cn1
 : -1 | 18
COCCCNC(=O)c1c[nH]c2ccc(S(=O)(=O)N(C)c3c(C)cccc3C)cc2c1=O
 : -9 | 29
COc1cccc(Oc2coc3cc(OCc4ccc([N+](=O)[O-])cc4)ccc3c2=O)c1
 : -7 | -8
Cc1ccccc1NCc1cc(=O)oc2cc(O)c(O)cc12
 : 30 | 30
Oc1ccccc1C=NNc1cccc(C(F)(F)F)c1
 : -12 | .
CC1CCN(C(=O)c2ccc(-c3cncnc3)nc2)CC1
 : -2 | -3
Cc1c(NC(=O)c2cc3ccccc3o2)cccc1-c1nc2ncccc2o1
 : -2 | 1
Cc1sc(C(=O)O)c(-n2c(C)ccc2C)c1C
 : 2 | 47
CC(=O)NS(=O)(=O)c1ccc(NC(=O)Nc2ccc(Cl)c(Cl)c2)cc1
 : 7&-4 | 4&3
O=c1ccc2cc([N+](=O)[O-])ccc2o1
 : -9 | 1
N#CC1=C(N)N(c2ncn[nH]2)C2=C(C(=O)CCC2)C1c1ccccc1C(F)(F)F (centres undefined)
 : -3 | -6
Cc1cccc(NC(=O)Cn2ccc3sc(C)cc3c2=O)c1
 : -2 | -6
O=[N+]([O-])c1cc(C(F)(F)F)ccc1Nc1ncc(C(F)(F)F)cc1Cl
 : -9 | .
O=C(c1nc2ccccc2s1)N(Cc1ccccn1)Cc1ccco1
 : -4 | -6
Cc1nc(Nc2nc3c(c(=O)[nH]2)CCC3)nc2ccccc12
 : -1 | 1

Compounds from the list above with a furan ring, fused or not:
Every second line gives: Pf apPOL inh | mHTT CaM bind
Cc1c(NC(=O)c2cc3ccccc3o2)cccc1-c1nc2ncccc2o1
 : -2 | 1
O=C(c1nc2ccccc2s1)N(Cc1ccccn1)Cc1ccco1
 : -4 | -6

The results go on.
Every second line gives: Pf apPOL inh | mHTT CaM bind
CCCC(=O)Nc1cccc(NC(=O)c2cccc(Cl)c2Cl)c1
 : 2 | -6
O=[N+]([O-])c1ccc(C2CSc3c4ncnc-4ncn32)cc1 (centres undefined)
 : 1 | 5
COc1ccccc1OCC(=O)NCCN1CCOCC1
 : -2 | -2
O=C(O)C1CCC(N2C(=O)c3cc(Cl)c(Cl)cc3C2=O)CC1 (centres undefined)
 : 2 | -1
CN(C)Cc1c(O)ccc2c1OC(=Cc1cccc(F)c1)C2=O
 : -14 | 3
Cc1c(Cl)cccc1NC(=O)NC1CCCCC1
 : -6 | 1
Cc1cccc(Nc2nccc(C3CCCN(C(=O)Cc4cccs4)C3)n2)c1 (centres undefined)
 : -5 | 63*
CCCCNC(=O)c1cnc2c(c(C)nn2C)c1Nc1ccc(C)cc1
 : 1 | -7
COc1ccc(C)cc1NC(=O)c1cc(S(=O)(=O)N2CCC(C)CC2)ccc1F
 : 0 | -6
COc1cc2ccccc2cc1C(=O)Nc1sc2c(c1C#N)CCC2
 : -5 | -6
O=C(Nc1ccccc1)c1ccc(Cl)s1
 : -1 | -4
Cc1ccccc1C1CCCN1C(=O)c1c(F)cccc1F (centres undefined)
 : 1 | 10
CC1(C)CC(=O)C2=C(C1)Nc1ncnn1C2c1ccccc1F (centres undefined)
 : -3 | -8
COC(=O)NCC1COC2(CCCCC2)O1 (centres undefined)
 : 2 | -5
O=C(NC(N1CCOCC1)C(Cl)(Cl)Cl)c1ccc(Cl)cc1Cl (centres undefined)
 : -4 | -6
CC(C)Cn1c(=O)c(N2CCN(S(=O)(=O)Cc3ccccc3)CC2)nc2ccncc21
 : 0 | 1
Cc1cccc(C2=N/C(=C\c3ccc(C)o3)C(=O)O2)c1
 : -1 | 2
CCOc1ccc(N2CC(c3nnc(NC(=O)c4ccccc4F)o3)CC2=O)cc1 (centres undefined)
 : -4 | 41
CCc1nc(NCCOC)c2cc(Cl)cc(Cl)c2n1
 : -13 | -13
O=C(NCc1ccccn1)C1c2ccccc2CC(=O)N1Cc1ccccc1 (centres undefined)
 : -2 | 0
COc1ccc(C(=O)N2CC3CC2CC3NS(=O)(=O)c2cccnc2)c(C)c1 (centres undefined)
 : -8 | -6
Fc1ccccc1CSc1nnnn1-c1ccc2c(c1)OCO2
 : -1 | -19
Cn1nc(-c2ccc(S(=O)(=O)Oc3cccc([N+](=O)[O-])c3)s2)cc1C(F)(F)F
 : -1 | .
COc1ccc(N=Cc2cc([N+](=O)[O-])ccc2O)cc1OC
 : -5 | 6
c1cncc(CNc2cccc(-c3nc4ccccc4s3)c2)c1
 : -2 | -13
COc1cc(C(O)c2nccn2C)ccc1OCc1ccccc1 (centres undefined)
 : 5 | 6
NC(=O)CSc1ncnc2ccccc12
 : 1 | -4
Cc1cc(OCCCn2ccnc2)cc(C(C)C)c1
 : -15 | 11
COc1cc(C(=O)NC(C)(C)Cc2ccc(Cl)cc2)cc(OC)c1OC
 : -3 | -2
O=C(CSc1ncccn1)NC1CCSC1=O (centres undefined)
 : . | -1

Compound profiles, from the list above. Order of screens: Pf apPOL inh | mHTT CaM bind
Profile of Cc1ccc(-c2cc(-c3ccccc3)nc(NN)n2)cc1 : -4 | 39
Profile of O=C(Nc1ccccc1)c1ccc(Cl)s1 : -1 | -4

Further compounds
Every second line gives: Pf apPOL inh | mHTT CaM bind
CCCCC/C=C/C(=O)NC1CC1
 : . | -2
Cc1cc(Br)ccc1N1C(=O)Nc2ccccc2N1O
 : 9 | -4
O=C(CSc1nc2ccccc2[nH]1)N1CCN(Cc2ccc3c(c2)OCO3)CC1
 : -10 | 3
CCCCN(CC)C(=O)c1nn(-c2cc(OC)cc(OC)c2)c(=O)c2ccccc12
 : -1 | 1
Oc1ccc(N=Cc2nc(-c3ccccc3)oc2O)cc1
 : -3 | 8
CCn1nnc2c(SCC(=O)Nc3ccc(F)c(Cl)c3)ncnc21
 : -2 | -13
N#CC(C(=O)Nc1ccccc1Cl)=C1CCCC1
 : 0 | -19
S=c1n(C2CCCCC2)c2ccccc2n1C1c2ccccc2Oc2ccccc21
 : . | -3
CCOC(=O)N1CCc2nn(CC(=O)Nc3cccc(C)c3C)c(=O)cc2C1
 : 1 | 5
O=C(c1ccc(Cl)cc1Cl)n1nccc1-c1ccc(-c2ccc(F)cc2F)o1
 : 3 | .
CC12CCC(C(=O)NCc3ccco3)(CC1=O)C2(C)C (centres undefined)
 : -2 | -1
CSc1nsc(SC)c1C(=O)N1CCN(S(=O)(=O)c2ccc(C)cc2)C1C (centres undefined)
 : 6 | 2
COC(=O)c1cccc(NC(=O)N2CC3CCCN3c3ccccc32)c1 (centres undefined)
 : -2 | 69*
COc1ccccc1NC(=O)c1cc(S(=O)(=O)N2CCOCC2)ccc1Br
 : -10 | 2
CCCCC[C@H](C)N1C[C@H](COCc2ccccc2)Oc2cc(N3CCC[C@H]3COC)ccc2S1(=O)=O
 : -6 | -12
Cc1cccc(NC(=O)c2cc(S(=O)(=O)N(C)Cc3ccccc3)ccc2F)c1C
 : 1 | -4
CCC(=O)N1CCc2sccc2C1c1ccccc1C (centres undefined)
 : 5 | 7
O=C(Nc1ccc(F)cc1F)N1CCC(n2cnc3c(Cl)cccc3c2=O)CC1
 : 3 | -11
O=[N+]([O-])c1ccc(N2CCN(CCO)CC2)c(C=Nc2ccc3c(c2)oc2ccccc23)c1
 : -3 | 38
O=C(CN1CCc2ccccc2C1C(=O)N1CCCC1)N1CCN(C2CCCCC2)CC1 (centres undefined)
 : 0 | 9
Nc1ccc(Cl)cc1-n1nc(-c2ccccc2)c2ccccc2c1=O
 : 2 | 13
Cn1c2c(c(=O)[nH]c1=O)C(c1ccc([N+](=O)[O-])cc1)C1=C(N2)c2ccccc2C1=O (centres undefined)
 : -8 | 12
CCOc1ccccc1OCCOc1ccc([N+](=O)[O-])cc1
 : -5 | -28
O=C(Cc1ccc(Cl)cc1)Nc1cnc(N2CCCCC2)nc1
 : -3 | -4
CC(C)CNC(=O)c1ccn2c(-c3ccccc3Cl)nnc2c1
 : -4 | -1
O=C(NC1CCCCCC1)C1CCN(c2cncnc2N2CCCC2)CC1
 : 1 | 5
CCC(C)NC(=O)N1CCN(Cc2nc3cccnc3n2-c2cccc(F)c2)CC1 (centres undefined)
 : 6 | -8
CC1=NOC(=O)/C1=C/c1ccc(-c2cc(Cl)ccc2Cl)o1
 : -4 | -2
OCCCc1nc2n(n1)C(c1cccc(Cl)c1)C=C(c1ccc(F)cc1)N2 (centres undefined)
 : -6 | 41
N#Cc1ccc(S(=O)(=O)N2CCC(c3noc(-c4cccc(F)c4)n3)CC2)cc1
 : 1 | 3
Cc1ccc([N+](=O)[O-])cc1S(=O)(=O)Nc1cccc(C(=O)O)c1
 : 0&-1 | -2&4
O=C(c1cccc(OCC2CCCN(C(=O)c3ccc(F)c(Cl)c3)C2)c1)N1CCCC1 (centres undefined)
 : -3 | -1
O=C(NCCC1CCN(C(=O)Nc2cccc(Cl)c2)CC1)NCc1ccc(F)cc1
 : 5 | -16
O=C(Cc1ccccc1)Nc1ccc(N2CCCC2)cc1
 : -10 | 92*
COc1ccccc1N1COc2cc(C)c(Cl)c(C)c2C1
 : -1 | 100*
CC(C)N(C(=O)c1ccc(C(=O)NCc2ccccc2)cc1)C(C)C
 : 1 | 3
CCCOc1ccc(N2C(=O)CC(NCc3ccc(C(=O)O)cc3)C2=O)cc1 (centres undefined)
 : -4 | 4
CC(C)(C)NC(=O)Cn1ccc(C(F)(F)F)n1
 : 3 | .
CCOC(=O)N1CCC2(CC1)N=C(c1ccc(OCC)cc1)CC(c1ccccc1O)N2 (centres undefined)
 : 2 | 21
COCc1cc(C)nc(NN)c1C#N
 : -3 | 3
NC(=O)c1nc(-c2ccccc2F)n2c1CCCCC2
 : -4 | 4
O=[N+]([O-])c1ccccc1S(=O)(=O)Nc1ccc(I)cc1
 : -24 | -4
S=C1NC2=C(CCCC2)C2(CCCCC2)N1
 : . | 4
c1cc(-c2noc(COC3CCCN(Cc4ccoc4)C3)n2)ccn1 (centres undefined)
 : -1 | -9
O/N=C(\c1ccc(Cl)cc1)c1ccco1
 : . | i
COc1ccc(-n2cc(C(=O)Nc3cc(F)ccc3C)c3ccccc3c2=O)cc1
 : -2 | 36
CCOc1ccc(/C=C2\N=C(c3ccc(OC)c([N+](=O)[O-])c3)OC2=O)cc1
 : 5 | 7
CN1CCc2nc(SCC(=O)Nc3c(F)cccc3F)c(C#N)c(-c3cccs3)c2C1
 : -4 | 24
COc1ccc(Cl)cc1C(=O)N1CCN(C2=NN=C(c3cccs3)CS2)CC1
 : 5 | 68*
c1ccc(CN2CCC(N3CCCCCC3)CC2)nc1
 : -2 | 3
O=C(c1ccc(OCC2CCCN2C(=O)c2ccc(Cl)cc2)cc1)N1CCCC1 (centres undefined)
 : -2 | 11
Cn1nc(CNC(=O)c2ccsc2)c2ccccc21
 : 1 | -6
COCc1cc(C)nc(SCC(=O)c2ccc(Cl)cc2)c1C#N
 : -12 | -47
O=C(CCc1ccccc1)Nc1ccc(S(=O)(=O)N2CCOCC2)cc1
 : -7 | 1
c1ccc(CSc2ncnc3sccc23)cc1
 : 6 | -98
CCOC(=O)C1C/C(=C\C(C)=O)c2cccc(C(F)(F)F)c2O1 (centres undefined)
 : -3 | -77
O=C(CN1C(=O)C(c2ccc(F)cc2)=NC12CCCCC2)Nc1ccc(F)cc1
 : -6 | 12
CC(C)N1CCC(CNS(=O)(=O)c2cccnc2)CC1
 : 5 | -20
Fc1cc(F)cc(CN2CCc3nc(N4CCN(c5ccccn5)CC4)ncc3C2)c1
 : 1 | 10
COc1ccc(CNC(=O)Nc2ccc(Cl)c(Cl)c2)cc1
 : -13 | -1

Brought forward from above: 5 compounds; new compounds follow.
Every second line gives: Pf apPOL inh | mHTT CaM bind
CCOC(=O)C1C/C(=C\C(C)=O)c2cccc(C(F)(F)F)c2O1 (centres undefined)
 : -3 | -77
O=C(CN1C(=O)C(c2ccc(F)cc2)=NC12CCCCC2)Nc1ccc(F)cc1
 : -6 | 12
CC(C)N1CCC(CNS(=O)(=O)c2cccnc2)CC1
 : 5 | -20
Fc1cc(F)cc(CN2CCc3nc(N4CCN(c5ccccn5)CC4)ncc3C2)c1
 : 1 | 10
COc1ccc(CNC(=O)Nc2ccc(Cl)c(Cl)c2)cc1
 : -13 | -1
N#Cc1nc(-c2ccc([N+](=O)[O-])cc2)oc1NCc1ccccc1
 : -4 | 2
Cc1nc(-c2ccc(C(N)=NOC(=O)c3ccc(C(F)(F)F)cc3)cc2)cs1
 : 2 | .
CCN(CC)S(=O)(=O)c1ccc(C(=O)Nc2nnc(-c3ccc(F)cc3)o2)cc1
 : -62 | 0
COc1ccccc1N=c1oc2c(C)ncc(CO)c2cc1C(=O)Nc1ccccc1F
 : -1 | 4
CS(=O)(=O)N(Cc1ccc(C(=O)NC2CC2)cc1)c1ccccc1
 : 10 | -1
COc1cc(NC(=O)N2CC(C)Oc3ccc(Cl)cc32)cc(OC)c1OC (centres undefined)
 : -10 | -2
